Assay outcomes as filed in PubChem.
CYP2C9 inhib: blockers of cytochrome P450 2C9 activity – biochemical, luminescence, ADME assay, primary screen. P11712. CYP2C9 Supersomes, luciferin-H conversion. inhibition, % at 5 µM. actives 20% (n = 96,000);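 active means blocking of liver enzyme CYP2C9 beyond about 50% at 5 µM, limit read from the data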; further: values of inactives mirror those of a sister screen read the other way
Target sequence (P11712 whole entry, looked up): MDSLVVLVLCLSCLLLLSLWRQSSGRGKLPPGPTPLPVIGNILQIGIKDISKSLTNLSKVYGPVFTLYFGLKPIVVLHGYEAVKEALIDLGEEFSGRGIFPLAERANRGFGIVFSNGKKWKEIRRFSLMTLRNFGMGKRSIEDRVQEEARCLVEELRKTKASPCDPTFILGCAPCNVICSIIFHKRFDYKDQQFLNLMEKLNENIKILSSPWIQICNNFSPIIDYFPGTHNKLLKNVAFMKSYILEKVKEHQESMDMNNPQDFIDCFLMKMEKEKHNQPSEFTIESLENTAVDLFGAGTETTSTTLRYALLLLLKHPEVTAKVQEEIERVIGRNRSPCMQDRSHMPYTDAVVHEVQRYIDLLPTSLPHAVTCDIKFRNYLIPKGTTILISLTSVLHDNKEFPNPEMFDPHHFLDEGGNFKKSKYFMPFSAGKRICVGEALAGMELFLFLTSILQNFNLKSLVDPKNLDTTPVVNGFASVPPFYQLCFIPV
E coli WT exp: growth inhibitors of wild-type E. coli, primary screen, strain BW25113, expanded library, OD600; OD600 absorbance; growth inhibition, % at 100 µM; actives 0.15% (n = 98,000);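 active means growth inhibition above about 50% at one test dose, limit read from the data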;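 further: growth measured after 20 h incubation at 37 °C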
LYP inh 2: PTPN22 phosphatase inhibitors, primary screen, biochemical, DiFMUP fluorescence, 2 µM; recombinant LYP catalytic domain; AID 640, 2007; Tyrosine-protein phosphatase non-receptor type 22 (Homo sapiens), Q9Y2R2; actives 0.21% (n = 96,000); inhibition, % at 2 µM;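 active means inhibition at 2 µM at or above a set limit, the screen mean plus 3 SD, cut at about 24% in these data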;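 further: 0% = DMSO with enzyme and 100% = enzyme fully blocked by orthovanadate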
PostGolgi ctrl: growth inhibition of yeast control strain, primary screen, counter-screen for post-Golgi transport modulator project; efflux-deficient yeast background strain, growth absorbance A615, 16 h; inhibition, % at 10 µM; actives 5% (n = 98,000); AID 738, 2007
PostGolgi yeast: phenotypic screen on post-Golgi transport, primary screen. post-Golgi transport phenotypic cell assay. inhibition, % at 10 µM. actives 0.9% (n = 98,000). AID 739, 2007;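 further: yeast cells grown in 1536-well plates; yeast grown about 18 h at 30C before absorbance read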
LYP act: LYP phosphatase activators, primary screen, biochemical, DiFMUP fluorescence, 2 µM; activation, % at 2 µM; actives 0.11% (n = 96,000); Tyrosine-protein phosphatase non-receptor type 22 (Homo sapiens), Q9Y2R2; recombinant LYP; 0 = plate median, 100 = signal doubled;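 active means activation at 2 µM above a set limit, the mean plus 5 SD, cut at about 37% in these data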
CYP2C9 act: human CYP2C9 activators, primary screen, biochemical, luminescence | recombinant CYP2C9, luciferin-H conversion; stronger effect = higher value; factor 1 = untreated enzyme, 0 = blocked | activation factor at 5 µM | Cytochrome P450 2C9 (Homo sapiens), P11712 | AID 1024, 2008 | actives 1.4% (n = 96,000);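 active means activation factor of 2 or more for CYP2C9 at a 5 µM dose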;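 further: 0 = sulfaphenazole-blocked wells and 1 = vehicle-only wells; values of inactives mirror those of a sister screen read the other way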
DAT uptake mod: changed hDAT dopamine uptake under cocaine IC80, either direction, primary screen, cocaine antagonist project, cell-based, LLC-PK1 hDAT, [14C]-dopamine uptake, MLSMR | LLC-PK1 hDAT cells, [14C]-dopamine uptake with cocaine IC80; actives deviate in either direction | B-score at 10 µM | actives 1.3% (n = 110,000);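 active means Z score or B-score, a plate-position-corrected score, falls beyond the plate's 99.7% confidence bounds, in either direction; inactive means both scores lie inside the 99.7% bounds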;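 further: scored against the spread of the other compound wells on the same plate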
PTK2B oligo ant: antagonists of Pyk2 self-association, primary screen, Q293 cells, FERM NanoBiT luminescence, HTS. Protein-tyrosine kinase 2-beta (Homo sapiens), Q14289. stronger effect = lower value. z-score (the deposit names both 25 µM and 10 µM). actives 0.83% (n = 99,000). AID 1347419, 2020;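 active means Z-score of -3 or lower, scaled per plate to the spread of control and sample wells; inactive means z-score above -3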;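 further: negative z-score means lost luminescence so less FERM oligomerization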
Starred values were filed as active, the others as inactive; nt = no result given. Unless noted, no stated cut-off is given here; in the data, active means inhibition above about 30%; inactive means the rest.

SMILES	CYP2C9 inhib	E coli WT exp	LYP inh 2	PostGolgi ctrl	PostGolgi yeast	LYP act	CYP2C9 act	DAT uptake mod	PTK2B oligo ant
Cc1ccc(C(=O)O/N=C2\CC3CCC2(C)C3(C)C)cc1 (centres undefined)	nt	nt	1	nt	nt	-4	nt	0.19	-1.1
C=CCC(=O)OCCCCCCOc1ccc(C(=O)O)cc1	-14	-4	nt	25	-11	nt	1.1	0.07	1.1
COc1cc(C(=O)NCC(c2cccnc2)N2CCN(c3ccccc3)CC2)cc(OC)c1OC (centres undefined)	28	-2	-11	26	0	9	0.7	1.9	nt
CCN1CCN(C(c2cccs2)C(C)NC(=O)c2ccccc2)CC1 (centres undefined)	nt	2	2	-9	6	-3	nt	-1.1	nt
COc1cc(CNc2ccc3[nH]c(=O)[nH]c3c2)cc(Cl)c1OCC(=O)NC(C)(C)C	71*	3	14	3	4	-12	0.3	0.17	-0.66
CCOC(=O)Cn1c(=O)n(C2CCCC2)c(=O)c2ccccc21	77*	4	0	-4	22	-4	0.2	-0.46	-0.1
CCOC(=O)CCc1c(C)nc2cc(-c3ccc(Cl)cc3)[nH]n2c1=O	-4	-15	nt	5	10	nt	1	0.022	0.1
O=C(CSc1nnc(-c2cnccn2)n1Cc1ccco1)c1ccc(Cl)c(Cl)c1	29	-3	9	20	-3	-11	0.7	0.96	1.3
COc1ccc(-n2c(SC3CCOC3=O)nc3ccccc3c2=O)cc1OC (centres undefined)	69*	1	4	0	-1	-7	0.3	-0.65	0.65
CCCc1ccc(C(C)NC(=O)c2cnccn2)cc1 (centres undefined)	53*	-1	-1	9	-4	0	0.5	-0.67	0.39
CC1C(=O)CC(c2ccccc2)NC1c1ccccc1 (centres undefined)	33	-8	4	-1	-2	-5	0.7	-0.03	0.7
CCOc1ccc(-n2c(SCC(=O)NCc3ccco3)nc3c([nH]c4ccccc43)c2=O)cc1	nt	nt	15	nt	nt	-15	nt	-0.097	-1.1
N=C1C(c2nc3ccccc3s2)=C(O)CN1Cc1ccco1	28	0	5	2	-1	-5	0.7	1.2	-0.96
Cc1cccc(N(C(=O)Cn2nnc3ccccc32)C(C(=O)NCc2ccco2)c2ccncc2)c1 (centres undefined)	23	1	-4	1	1	4	0.8	0.1	-0.56
COC(=O)C1=C(C)OC(N)=C(C#N)C1c1ccc(OC)c(OC)c1OC (centres undefined)	54*	3	-8	5	5	12	0.5	-0.22	-0.75

Some entries already given with just LYP act and PostGolgi ctrl.
canonical_smiles	LYP act	PostGolgi ctrl
COc1cc(C(=O)NCC(c2cccnc2)N2CCN(c3ccccc3)CC2)cc(OC)c1OC (centres undefined)	9	26
CCN1CCN(C(c2cccs2)C(C)NC(=O)c2ccccc2)CC1 (centres undefined)	-3	-9
COc1cc(CNc2ccc3[nH]c(=O)[nH]c3c2)cc(Cl)c1OCC(=O)NC(C)(C)C	-12	3
CCOC(=O)Cn1c(=O)n(C2CCCC2)c(=O)c2ccccc21	-4	-4
CCOC(=O)CCc1c(C)nc2cc(-c3ccc(Cl)cc3)[nH]n2c1=O	nt	5

Later entries
SMILES	CYP2C9 inhib	E coli WT exp	LYP inh 2	PostGolgi ctrl	PostGolgi yeast	LYP act	CYP2C9 act	DAT uptake mod	PTK2B oligo ant
CC(C)C(=O)N(Cc1cc(=O)[nH]c2ccccc12)c1ccccc1	0	-1	nt	21	2	nt	1	-0.0064	-2.6
COCCN(C(=O)CN1CCc2ccccc2C1)c1c(N)n(Cc2ccccc2)c(=O)[nH]c1=O	-4	7	16	8	-7	-16	1	0.023	-0.36
CC(C)NC(=O)Cn1nc(C(F)(F)F)c2c1CCC2	nt	nt	3	nt	nt	-3	nt	-0.061	0.96
O=C(CCn1c(=O)oc2ccccc21)NCCN1CCc2ccccc2C1	-10	5	-3	3	1	7	1.1	0.64	0.4
O=C(NNC(=O)C1CCCCC1)c1cnccn1	-16	14	-1	8	-17	3	1.2	-1.3	0.27
Cn1c(SCc2ccccc2Cl)nnc1-c1cnccn1	9	4	-1	-7	18	-1	0.9	2	0.28
CCc1cc2c(=O)c(-c3nc4ccccc4n3C)c(COCC(=O)O)oc2cc1O	-12	0	-4	-5	0	4	1.1	0.05	-0.15
COc1cccc(C(=O)CN2CCN(S(=O)(=O)c3ccc(Br)cc3)CC2)c1	4	0	-13	17	-3	10	1	0.19	1.2
O=C(CCSc1nnc2ccccn12)Nc1ccc(F)cc1	-12	8	-1	7	7	0	1.1	-0.58	0.01
CC(=O)Oc1ccc(NC(=O)CCC2CCCCC2)c(C(=O)O)c1	nt	nt	6	nt	nt	-5	nt	0.048	1.2
CC(C)NC(=O)CN1C(=O)C(=O)c2ccccc21	nt	nt	-6	nt	nt	2	nt	-0.66	-0.32
Cc1cccc(-n2nnc(C(=O)NCc3ccccn3)c2N)c1	-24	2	2	10	0	-3	1.2	-1.4	0.49
Cc1ccc(NC(=O)c2ccc(-n3cncn3)c([N+](=O)[O-])c2)cc1	91*	10	7	23	1	-4	0.1	-0.19	-1
COC(=O)c1[nH]c2cc(OC)ccc2c1NC(=O)CN1CCC(C(N)=O)CC1	12	-5	nt	11	-11	nt	0.9	-1.2	1.6
CC1(C)N=C(/C=N/O)CN1O	-14	5	7	12	2	-5	1.1	0.77	0.35
CCCCNC(=O)CCCCCn1c(=O)[nH]c2cc(OC)c(OC)cc2c1=O	25	-4	-7	1	0	5	0.7	0.11	1.6
O=C(COc1ccccc1)OCc1cc2ccccc2[nH]c1=O	-2	-2	-8	-1	11	5	1	-0.37	1.4
O=S(=O)(NCCc1csc(-c2ccccc2)n1)c1ccc2c(c1)OCCO2	14	-4	-12	17	-10	4	0.9	0.7	-0.35
FC(F)(F)c1nc(Oc2ccccc2)c2ccccc2n1	33	6	-2	6	5	5	0.7	-0.083	0.29
Cc1cccc(N(C(=O)CCC(=O)Nc2cc(C)on2)C(C(=O)NC2CCCC2)c2ccncc2)c1 (centres undefined)	84*	-7	nt	-1	-10	nt	0.2	0.14	0.96
CC1(C)C2CCC1(C)C(OC(=O)CCn1ccnc1)C2 (centres undefined)	96*	6	nt	9	-2	nt	0	-0.17	-1.6
CCSc1nnc(NC(=O)Cc2ccc(OC)c(S(=O)(=O)N3CCOCC3)c2)s1	30	-5	-3	-1	-3	3	0.7	-0.43	0.24
CC(C)NC(=O)Cn1c(=O)c2c(ncn2Cc2ccccc2)n(Cc2ccccc2)c1=O	10	-7	0	-1	-7	1	0.9	-0.61	0.07
O=C(NC1=NCCS1)c1cccc(NC(=O)c2ccco2)c1	0	7	5	2	4	-1	1	0.94	0.97
Cc1cc(NC(=O)c2sc(Nc3cccc(C(F)(F)F)c3)nc2N)no1	37	-12	nt	-3	-7	nt	0.6	-0.2	-1.1
c1ccc(C2(c3ccccc3)OCC(Cn3cncn3)O2)cc1 (centres undefined)	52*	0	2	5	6	-5	0.5	-0.28	-0.34
CCCNc1nc2c(c(=O)[nH]c(=O)n2C)n1Cc1cccc(Br)c1	0	-12	nt	-7	-4	nt	1	1.1	-1.8
Cc1ccc2nc(C(O)C(O)c3nc4ccc(C)cc4[nH]3)[nH]c2c1 (centres undefined)	43	-1	9	2	5	-7	0.6	-0.74	-0.53
O=C(CNC(=O)C1CCCCC1)NCCCO	-10	-5	-14	10	13	14	1.1	-0.094	0.74
COc1ccc(Cc2nc(-c3ccccc3)no2)cc1	17	-4	-5	-1	-2	9	0.8	0.32	-1.1

3 of the entries above in order of the LYP inh 2 value, largest number first.
Structure	CYP2C9 inhib	LYP inh 2	PostGolgi yeast	LYP act	CYP2C9 act	DAT uptake mod	PTK2B oligo ant
Cc1ccc2nc(C(O)C(O)c3nc4ccc(C)cc4[nH]3)[nH]c2c1 (centres undefined)	43	9	5	-7	0.6	-0.74	-0.53
c1ccc(C2(c3ccccc3)OCC(Cn3cncn3)O2)cc1 (centres undefined)	52*	2	6	-5	0.5	-0.28	-0.34
O=S(=O)(NCCc1csc(-c2ccccc2)n1)c1ccc2c(c1)OCCO2	14	-12	-10	4	0.9	0.7	-0.35

The listing continues.
SMILES	CYP2C9 inhib	E coli WT exp	LYP inh 2	PostGolgi ctrl	PostGolgi yeast	LYP act	CYP2C9 act	DAT uptake mod	PTK2B oligo ant
COc1ccc(OC)c(CNC(=O)C2CCN(C(=O)N(C)C)CC2)c1	-31	1	nt	14	-6	nt	1.3	-0.6	0.31
CCCCCCCCC(=O)N/N=C/c1ccccn1	9	22	13	20	-3	-12	0.9	0.1	-0.31
COc1ccc(OC)c(-c2cc(C(=O)Nc3sc4c(c3C#N)CCC(C)C4)c3ccccc3n2)c1 (centres undefined)	35	-6	2	-5	-1	-1	0.6	0.24	-1.1
O=c1[nH]n(-c2ccc(Cl)cc2)c(=O)c(Cl)c1Cl	22	-4	-2	-3	0	1	0.8	-0.2	-0.5
CC(C)CNC(=O)CC(=O)N/N=C/c1ccc(Br)cc1	nt	1	6	13	-3	-4	nt	0.53	0.08
COc1cccc(NC(=O)c2ccccc2-c2nc(-c3ccc(F)cc3)no2)c1	39	-9	5	56*	25	-6	0.6	-0.59	-2.6
Cc1cc(NC(=O)COC(=O)C2CCN(S(=O)(=O)c3cccc(Cl)c3Cl)CC2)no1	15	-4	-33	28	-1	35	0.9	-0.69	-0.98
COc1cc2c(cc1OC)C1=C(C#N)CCC(=NC(=O)c3ccc(Cl)cc3)N1CC2	14	8	-8	2	-4	12	0.9	0.61	1.1
CN(Cc1ccccc1)C(=O)CCCn1c(=O)[nH]c2cc(Cl)ccc2c1=O	0	-6	-9	2	-7	13	1	-0.0005	0.03
Cc1onc(-c2ccccc2)c1C(=O)N1CCCN(C(=O)c2c(-c3ccccc3)noc2C)CC1	12	-6	8	8	0	-6	0.9	-0.23	0.19
CC(=O)c1c(C)[nH]c(C(=O)NCCc2ccccc2)c1C	-4	3	0	-4	4	-3	1	-0.13	2
Cc1cc(F)c(F)c(C(=O)N2CCN(C)CC2)c1Cl	-123	0	-6	0	-2	5	2.2*	-2.2	0.49
Cn1c(=O)c2c(nc(CN3CCCCC3)n2CCCc2ccccc2)n(C)c1=O	nt	nt	-3	nt	nt	3	nt	1.9	-0.18
O=C(CSc1ncc(-c2ccccc2)n1CC1CCCO1)N1CCCCC1 (centres undefined)	9	5	nt	-3	1	nt	0.9	0.63	-0.11
COc1ccc(-n2nc(C(=O)N3CCN(Cc4ccc5c(c4)OCO5)CC3)c3ccccc3c2=O)cc1	74*	-6	nt	5	4	nt	0.3	0.85	-0.11
O=C(NCc1ccco1)C1CC2CCC1C2 (centres undefined)	2	2	-15	14	-4	15	1	0.27	-0.13
COc1cc2oc3ccccc3c2cc1N(CC(=O)N(C)C)S(=O)(=O)c1ccccc1	30	-1	-7	-2	3	10	0.7	1.3	-2.2
COC(=O)NCC1(C)CC(NC(=O)OC)CC(C)(C)C1 (centres undefined)	-17	-5	-3	1	-5	0	1.2	-1.7	0.66
COCCn1c(=O)[nH]c2cc(C(=O)NCCN3CCN(c4ccc(OC)cc4)CC3)ccc2c1=O	nt	-4	-3	4	-2	7	nt	-0.21	0.53
